Screening results deposited in PubChem BioAssay by several laboratories.
Mcl1 Noxa PPI: Mcl-1/Noxa binding inhibitors, primary screen, biochemical, TR-FRET, 1536-well. inhibition, % at 21.7 µM. AID 1022, 2008. TR-FRET Mcl-1/Noxa peptide binding, 2 h. 220,000 tested, 1.5% active;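 active means compounds that cut the protein-peptide binding signal by more than 50% relative to plate controls in a single-dose test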;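 further: His-tagged Mcl-1 with rhodamine Noxa BH3 peptide and terbium anti-His antibody; 0% = Mcl-1 plus Noxa peptide wells and 100% = peptide-only wells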
Target sequence (Q07820 whole entry, looked up): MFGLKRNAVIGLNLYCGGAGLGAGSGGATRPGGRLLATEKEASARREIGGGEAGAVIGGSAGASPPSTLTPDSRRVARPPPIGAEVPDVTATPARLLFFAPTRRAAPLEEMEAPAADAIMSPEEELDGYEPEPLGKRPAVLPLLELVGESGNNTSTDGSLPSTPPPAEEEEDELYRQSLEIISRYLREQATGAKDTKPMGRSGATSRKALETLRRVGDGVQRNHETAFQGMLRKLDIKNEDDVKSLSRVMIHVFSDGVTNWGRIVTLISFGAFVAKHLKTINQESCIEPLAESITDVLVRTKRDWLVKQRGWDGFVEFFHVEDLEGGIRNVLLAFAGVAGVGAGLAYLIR
Avidin fluor: green autofluorescence of compounds with avidin beads – biophysical, 488/530 nm, flow cytometry, artefact control, profiling panel; compound fluorescence 488/530 nm; stronger effect = higher value; fluorescence (KMESF) at 10 µM; 220,000 tested, 0.38% active; in the data active means fluorescence above about 47; further: inactives centre near 10
Mcl1-Bid inh: Mcl-1/Bid binding inhibitors, primary screen, biochemical, TR-FRET, 1536-well | inhibition, % at 21.7 µM | 220,000 tested, 0.97% active | TR-FRET Mcl-1/Bid-Dy647 peptide binding;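 active means compounds that cut the binding signal by more than half at the single screening dose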;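 further: His-tagged Mcl-1 with europium anti-His antibody binding Bid BH3 peptide; 0% = Mcl-1 plus peptide wells and 100% = peptide-only wells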
Pf gamet viab: late stage P. falciparum gametocyte viability inhibitors, primary screen, ATP luminescence, HTS; P. falciparum stage V gametocytes, 24 h; inhibition, % at 10.9 µM; 150,000 tested, 0.065% active; AID 743093, 2013;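 active means inhibition above the mean plus 3 SD of compounds within the control limits, set per campaign, cut at about 38% in these data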;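 further: 0% = DMSO wells and 100% = medium only without gametocytes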
* marks the source's active call; other numbers are inactive results. Not all compounds are listed; rates above refer to the full screens.

item | SMILES | Mcl1-Bid inh | Pf gamet viab | Avidin fluor | Mcl1 Noxa PPI
1 | O=C(NNC(=S)NC(=O)c1ccco1)c1ccc(F)cc1 | -160 | -7 | 8 | -36
2 | Cn1c(=O)c(C(=O)CN2CCN(Cc3ccc4c(c3)OCO4)CC2)c(N)n(Cc2ccccc2)c1=O | -11 | -22 | 7 | 18
3 | NC(=O)CC(NC(=O)Cc1ccc(Br)cc1)c1ccc(NCC2CC2)c([N+](=O)[O-])c1 (stereo unspecified) | -24 | 4 | 8 | 2
4 | CCCCCCCn1c(NC(=O)CC)nc2ccccc21 | -48 | 9 | 8 | -33
5 | Cc1ccc(S(=O)(=O)NCC(c2ccccc2)N2CCCCC2)cc1 (stereo unspecified) | -13 | -30 | 2 | -2
6 | Cc1nc(CNC(=O)c2cc(COc3c(F)cccc3F)on2)cs1 | -35 | 14 | 7 | -18
7 | CCc1ccn2cc(-c3cc(-c4ccccc4)no3)nc2c1 | -1 | 1 | 5 | -12
8 | Oc1ccc(/C=N/Nc2ccnc3cc(Cl)ccc23)cc1O | -44 | 10 | 7 | 95*
9 | CCCCCCCCCCCC(=O)N1CC(=O)NC(=O)C1 | -6 | 5 | 8 | -7
10 | Cc1cc(C)n2ncc(/C(N)=N/OC(=O)c3ccccc3F)c2n1 | -34 | 13 | 6 | -6

The list goes on:
item | SMILES | Mcl1-Bid inh | Pf gamet viab | Avidin fluor | Mcl1 Noxa PPI
11 | Cc1ccccc1C(=O)NNc1ccc(-c2csnn2)cc1 | -20 | 24 | 1 | -4
12 | Cc1ccccc1NC(=O)NCC1CCN(C(=O)OC(C)(C)C)CC1 | 0 | -6 | 6 | -4
13 | CNS(=O)(=O)c1ccc2ccccc2c1 | 3 | 11 | 8 | -7
14 | CCCn1nnc(NC(=O)c2ccc3c(c2)OCO3)n1 | -19 | 9 | 9 | 15
15 | CC(C)(C)c1cc(NCCCn2ccnc2)n2ncc(-c3ccccc3)c2n1 | -88 | -5 | 4 | -66
16 | C=CCN1CC(C)/C(=N\O)CC1C (stereo unspecified) | -13 | -11 | 8 | 10
17 | CCOc1ncccc1C(=O)N1CCN(S(=O)(=O)c2ccc3ccccc3c2)CC1 | -4 | -9 | 13 | -6
18 | O=C(Nc1nnc(COc2ccccc2F)s1)Nc1ccccc1F | -30 | -11 | 8 | 3
19 | CC(C)(C)OC(=O)NCCC(=O)N/N=C/c1ccc2nccnc2c1 | -10 | 1 | 4 | -18
20 | COc1ccc(CCn2c(NN=C3CCCC3)nc3c2c(=O)[nH]c(=O)n3C)cc1 | -108 | -3 | 11 | 20

New compounds follow.
item | SMILES | Mcl1-Bid inh | Pf gamet viab | Avidin fluor | Mcl1 Noxa PPI
21 | COc1cc2nc(CN(C)Cc3ccc(SC)cc3)[nH]c(=O)c2cc1OC | -36 | -7 | 8 | -13
22 | CSc1nc(N2CCN(C)CC2)c2c(c1C#N)CC(C)(C)OC2 | -71 | 4 | 21 | 31
23 | COc1cc([N+](=O)[O-])cc(/C=N/NC(=O)c2cncc(Br)c2)c1O | -125 | 7 | 2 | -25
24 | c1ccc(Oc2cccc3cccnc23)nc1 | -2 | -23 | 12 | -2
25 | CC1=NN(C(N)=S)C(C)(C)C1 | -35 | 2 | 6 | -10
26 | CN(c1ccccc1)c1nc(N)c([N+](=O)[O-])c(N2CCOCC2)n1 | -22 | 20 | 4 | 18
27 | Cc1ccc(/C=C/C(=O)N2CCN(S(=O)(=O)/C=C/c3ccccc3)CC2)o1 | -36 | 2 | 9 | -1
28 | C/C(=N\NC(=O)c1nnn(-c2nonc2N)c1COc1ccc(F)cc1)c1ccc(Cl)cc1 | -15 | -10 | 7 | 13
29 | COc1ccccc1N1CCN(C2CCN(S(=O)(=O)c3ccc(C)cc3)CC2)CC1 | -40 | 8 | 5 | 5
30 | Cc1cc(C2=NNC(=Nc3ccc(S(=O)(=O)N4CCOCC4)cc3)SC2)c(C)n1C | -42 | 25 | 4 | 72*

(continued)
item | SMILES | Mcl1-Bid inh | Pf gamet viab | Avidin fluor | Mcl1 Noxa PPI
31 | CCOC(=O)c1nc(C)c(C(C)=O)s1 | -28 | -21 | 15 | 2
32 | CN1CCSc2ccc(C(=O)Nc3cccc(F)c3)cc21 | -113 | 5 | 5 | 27
33 | COc1cc(/C=C/C(=O)N2CCN(C)CC2)cc(S(=O)(=O)N2CCc3ccccc32)c1OC | -28 | -2 | 7 | -10
34 | C/C(CC(=O)Nc1ccc2c(c1)OCO2)=N\NC(=O)c1ccccc1N | -18 | 13 | 5 | -30
35 | Cc1cc(C(=O)Nc2ccccc2)oc(=O)c1 | -7 | -1 | 2 | -10
36 | O=C(c1ccccc1F)N1CCN(c2ccc([N+](=O)[O-])cc2-n2cccc2)CC1 | -27 | -4 | 7 | -1
37 | COc1ccc(Oc2ccc(-c3ccn[nH]3)cc2)cc1 | 12 | 6 | 5 | 14
38 | O=C(CN1C(=O)C2C3C=CC(C3)C2C1=O)Nc1ccc(S(=O)(=O)Nc2nccs2)cc1 (stereo unspecified) | -22 | 7 | 8 | 20
39 | OC(C#CCCN1CCCCC1)(c1ccccc1)c1ccccc1 | -4 | -33 | 11 | -8
40 | COCCCN(CCC#N)C(=O)c1c(-c2c(Cl)cccc2Cl)noc1C | -12 | -16 | 6 | 9

The listing continues.
item | SMILES | Mcl1-Bid inh | Pf gamet viab | Avidin fluor | Mcl1 Noxa PPI
41 | COc1ccc(NC(=O)C2CCC(CNc3c(N4CCCCC4)c(=O)c3=O)CC2)c(OC)c1 (stereo unspecified) | -22 | -5 | 7 | -2
42 | Nc1c2c(nc3ccccc13)CCCC2=O | 7 | 10 | 7 | 30
43 | COc1cc(OC)c2ccc(=O)oc2c1C(CCN1CCCC(C)C1)c1ccc(N(C)C)cc1 (stereo unspecified) | -83 | 10 | 11 | 14
44 | CCN(CC)C(=O)CSc1nnc2nnc3cc(OC)ccc3n12 | -19 | 0 | 10 | 9
45 | Cn1cc(C(=O)c2ccc(Cl)cc2Cl)cc1C(=O)N/N=C(\N)COc1ccc(Cl)cc1 | -84 | 10 | 8 | -113
46 | Cc1nn(-c2ccccc2)c(Cl)c1/C=C1\SC(=S)N(CCCCCC(=O)O)C1=O | -4 | 5 | 6 | -1
47 | OC(CNCc1ccc2c(c1)OCO2)COc1ccc(F)cc1 (stereo unspecified) | -13 | 19 | 7 | -10
48 | O=C1CC(c2ccsc2)Sc2ccccc2N1 (stereo unspecified) | -6 | 5 | 2 | 0
49 | COc1cc(/C=C2/C(=O)N(c3ccc([N+](=O)[O-])cc3)N=C2N2CCOCC2)ccc1O | -8 | 4 | 7 | 26
50 | O=C(/C=C/c1cccc(F)c1)N1CCN(c2ccccn2)CC1 | 1 | -11 | 5 | 27

(further entries)
item | SMILES | Mcl1-Bid inh | Pf gamet viab | Avidin fluor | Mcl1 Noxa PPI
51 | N#CC(C#N)=C1NC2(CCCCC2)Cc2ccccc21 | -5 | 13 | 5 | -4
52 | Cc1ccc(-n2nc(C)c(=O)c(-c3ccccc3)c2NC(=O)c2cccs2)cc1 | 0 | 22 | 8 | 0
53 | O=C(COC(=O)CCC(=O)c1ccc(F)cc1)Nc1cccc(S(=O)(=O)N2CCCC2)c1 | -31 | -4 | 11 | 1
54 | CSCCC1NC(=O)N(CC(=O)Nc2ccc(Br)cc2Br)C1=O (stereo unspecified) | -44 | 5 | 4 | 21
55 | CN(C)/C=N/N(C)c1ncccc1[N+](=O)[O-] | -40 | -7 | 8 | -4
56 | Clc1ccc2nc(-c3ccccc3)nc(C(Cl)Cl)c2c1 | -38 | 19 | 7 | -22
57 | Nc1nc(NCCN2CCOCC2)nc(NCc2ccccc2)c1[N+](=O)[O-] | -6 | 19 | 7 | 10
58 | N#Cc1cc2c([nH]c1=O)CCCC2 | 5 | 17 | 8 | 7
59 | Cc1cc(C)n(-c2n[nH]c(=O)c3ccccc23)n1 | -13 | -32 | 5 | 0
60 | Cn1cccc1/C=C(\C#N)C(N)=S | -39 | -24 | 7 | 2

The results go on.
item | SMILES | Mcl1-Bid inh | Pf gamet viab | Avidin fluor | Mcl1 Noxa PPI
61 | CC1=NN2C(=N)/C(=C\c3cc(C)n(-c4ccc(C)cc4)c3C)C(=O)N=C2S1 | -25 | -12 | 8 | -3
62 | CCc1ccc(S(=O)(=O)NCC(O)COc2ccc(OC)cc2)cc1 (stereo unspecified) | -12 | -3 | 5 | 6
63 | COc1ccc(N2CCCC2=N)c(OC)c1 | -85 | -13 | 8 | -15
64 | COC(=O)[C@@H]1C[C@@]2(O)[C@@H](O)[C@@H](O)[C@@H](O)C[C@H]2N1C/C=C/c1ccccc1 | -19 | -64 | 8 | 32
65 | O=C(Nc1ccc2oc(=O)ccc2c1)c1ccc(-c2cccc(Cl)c2)o1 | 66* | 4 | 13 | 21
66 | CCSc1ncc(Cl)c(C(=O)Nc2cc(C)ccc2C)n1 | -6 | -9 | 7 | 9
67 | COC/C=C/C1=CC2=CC(=O)C(C)(OC(=O)c3cnc4ccccc4n3)C(=O)C2=CN1CCN1CCOCC1 (stereo unspecified) | -66 | 3 | 8 | 26
68 | Oc1cccc(Nc2nc(O)c(/C=C3\C=Nc4ccccc43)s2)c1 | -55 | -23 | 8 | 62*
69 | NCCCCCC(=O)Nc1ccncc1 | -9 | 5 | 7 | 0
70 | Cc1ccc(S(=O)(=O)N2CCOCC2)cc1NC(=O)CNCc1cccnc1 | -11 | -12 | 9 | -15

The listing continues:
item | SMILES | Mcl1-Bid inh | Pf gamet viab | Avidin fluor | Mcl1 Noxa PPI
71 | O=C(Cn1c(=O)oc2cc(S(=O)(=O)NCc3ccccc3)ccc21)N1CCCC1 | -13 | 20 | 7 | -4
72 | Nc1ccc2nc(Cc3ccccc3)[nH]c2c1 | -5 | 2 | 8 | 29
73 | Nc1ccc2c(c1)nnn2-c1ccccc1 | -5 | 10 | 7 | -10
74 | O=C(CC1C(=O)NCCN1C(=O)Nc1ccccc1)Nc1cc(Cl)ccc1Cl (stereo unspecified) | -7 | -7 | 7 | 21
75 | Cc1ccccc1Nc1ncnc2c1cnn2Cc1ccccc1 | 4 | -4 | 5 | 28
76 | COCCNC(=O)C(=O)NCC1OCCN1S(=O)(=O)c1ccc2c(c1)OCCO2 (stereo unspecified) | 13 | -10 | 9 | 41
77 | COc1ccc(CCNCC(O)Cn2ccc3ccccc32)cc1OC (stereo unspecified) | -36 | 12 | 3 | 16
78 | Cn1nccc1NC(=O)CSCC(=O)O | 7 | -28 | 3 | -7
79 | Cc1onc(-c2c(Cl)cccc2Cl)c1C(=O)O/N=C(\C#N)c1c(Cl)cccc1Cl | -10 | 9 | 7 | -3
80 | CNC(=S)N1N=C(c2ccc(OC)cc2)CC1c1ccccc1Cl (stereo unspecified) | -81 | 10 | 4 | 12

Next structures
item | SMILES | Mcl1-Bid inh | Pf gamet viab | Avidin fluor | Mcl1 Noxa PPI
81 | COc1ccc(C(=O)Nc2c(C(C)(C)C)nn(C)c2C(C)(C)C)cc1 | -2 | -10 | 8 | -1
82 | CC1CC(O)C(C)CN1 (stereo unspecified) | -22 | -2 | 8 | -10
83 | CCOC(=O)NC(=O)c1cn(Nc2ccccc2)c(=O)[nH]c1=O | -18 | -16 | 3 | -4
84 | C=CCN1CC(C(=O)N2CCC(Cc3ccc(Cl)cc3)(C(=O)OCC)CC2)CC1=O (stereo unspecified) | -12 | 6 | 5 | -20
85 | O=C(CSc1ncn[nH]1)Nc1nc(-c2cccc([N+](=O)[O-])c2)cs1 | -13 | -6 | 10 | 1
86 | COc1ccccc1CCc1nnc(CCC(=O)NC(C)Cc2cccc(C)n2)o1 (stereo unspecified) | -3 | 2 | 9 | -3
87 | O=C(NCc1csc(-c2cccs2)n1)c1ccccc1 | -4 | 8 | 4 | -3
88 | O=C(N=Nc1c(O)n(Cc2ccccc2)c2ccccc12)c1ccncc1 | -7 | 8 | 12 | 4
